# Assay outcomes as filed in PubChem BioAssay.
# ADAM10 inh – inhibitors of human ADAM10. O14672. recombinant ADAM10, EDANS/DABCYL FRET peptide cleavage, 3 h. inhibition, % at 7 µM. actives 0.62% (n = 370,000). AID 720582;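 active = inhibition above a per-campaign cutoff equal to the mean of compounds falling between control-based bounds plus 3 SD, cut at about 20% in these data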;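 note: 0% = DMSO wells while the 100% control is not disclosed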
# sPLA2-III inh – Blocks human group III sPLA2 activity. QFRET BODIPY PC-A2 liposome hydrolysis, fluorescence. AID 743126. inhibition, % at 12.2 µM. actives 0.56% (n = 370,000). Q9NZ20;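 active = inhibition above mean plus 3 SD of compounds lying within the high and low control bounds, cut at about 19% in these data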;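 note: 0% = median of test compound wells and 100% = no enzyme DMSO wells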
# DAX1 inh-1 – blocks DAX1 repression of SF-1 activated StAR promoter. actives 1.1% (n = 370,000). AID 652010. HEK293T StAR-luciferase reporter, SF-1/DAX-1 repression relief. inhibition, % at 6.8 µM;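 active = inhibition above the mean over all tested compounds plus 3 SD, cut at about 3.6% in these data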;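 note: 0% = DAX-1 cells with DMSO and 100% = cells lacking DAX-1 with DMSO; higher inhibition means more luminescence from relief of DAX-1 repression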
# DAX1 inh-2 – NR0B1 (DAX1) inhibition; HEK293 Gal4-DAX1 luciferase reporter, luminescence; P51843; actives 0.99% (n = 340,000); AID 504766; inhibition, % at 6.75 µM;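 active = inhibition above the mean over all tested compounds plus 3 SD, cut at about 4.2% in these data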;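 note: 0% = DAX1-transfected cells with DMSO and 100% = empty-vector control cells with DMSO; inhibition shows as a rise in luminescence from relieved DAX1 repression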
# SMARCA2 act – increases SMARCA2 function in MMTV reporter cells. MG213 cells, MMTV-luciferase reporter, dexamethasone, overnight. actives 1% (n = 370,000). activation, % at 9.1 µM. AID 652017; in the data active = activation above about 7.8%;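 note: 0% = vehicle wells and 100% = reference activator wells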
# hcDAF-12 act – H. contortus DAF-12 activation, primary screen. HEK293 hcDAF-12 lit1-tk-luc reporter, luminescence; 0% DMSO, 100% Δ7-dafachronic acid. activation, % at 6.8 µM. actives 1.4% (n = 370,000);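 active = activation above the mean of all tested compounds plus 3 SD, cut at about 5.5% in these data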;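 note: 100% = response to 3 µM Δ7-dafachronic acid high control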
# hgDAF-12 ag – hgDAF-12 agonism, primary luciferase screen. activation, % at 6.8 µM. HEK293 GAL4-hgDAF12 UAS-luciferase reporter, agonist luminescence; normalized to butyrate control. actives 1.8% (n = 370,000);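 active = activation above a cutoff set at the mean of all screened compounds plus 3 SD, cut at about 10% in these data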;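 note: 0% = DMSO wells and 100% = sodium butyrate wells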
# FXN GAA850 act – frataxin GAA850 promoter activation. actives 0.56% (n = 360,000). activation, % at 6 µM. HEK293 lucGAA850 FXN promoter luciferase reporter, 24 h; percent of 10 µM SAHA response;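 active = activation above the average of all compounds screened plus 3 SD, cutoff fixed separately per campaign, cut at about 7.5% in these data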;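 note: 0% = DMSO wells and 100% = 10 µM SAHA wells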
# ssDAF-12 act – activators of S. stercoralis DAF-12 nuclear receptor; actives 1% (n = 370,000); HEK293 ssDAF-12/GRIP1 lit1-tk-luc reporter, luminescence; % of 3 µM dafachronic acid response; activation, % at 6.8 µM;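 active = activation above the mean over all tested compounds plus 3 SD, cut at about 0.9% in these data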;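 note: 0% = DMSO-only wells and 100% = 3 µM delta7-dafachronic acid wells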
# NPR1 activator – GC-A (human) enzyme activation; P16066; HEK293 GC-A cells, cGMP TR-FRET, EC30 ANP; 0% at EC30 ANP, 100% saturating ANP; activation, % at 10 µM; actives 0.14% (n = 370,000); in the data active = activation above about 40%
# NPR2 activator – GC-B (human) receptor activation | HEK293-GC-B cells, CNP EC30, cGMP TR-FRET; 0% at EC30 CNP, 100% saturating CNP | activation, % at 10 µM | actives 0.11% (n = 370,000);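 active = activation at 10 µM reaching about 35% in either raw or pattern-adjusted values, limit read from the data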
# Target sequence (P20594 whole entry, looked up): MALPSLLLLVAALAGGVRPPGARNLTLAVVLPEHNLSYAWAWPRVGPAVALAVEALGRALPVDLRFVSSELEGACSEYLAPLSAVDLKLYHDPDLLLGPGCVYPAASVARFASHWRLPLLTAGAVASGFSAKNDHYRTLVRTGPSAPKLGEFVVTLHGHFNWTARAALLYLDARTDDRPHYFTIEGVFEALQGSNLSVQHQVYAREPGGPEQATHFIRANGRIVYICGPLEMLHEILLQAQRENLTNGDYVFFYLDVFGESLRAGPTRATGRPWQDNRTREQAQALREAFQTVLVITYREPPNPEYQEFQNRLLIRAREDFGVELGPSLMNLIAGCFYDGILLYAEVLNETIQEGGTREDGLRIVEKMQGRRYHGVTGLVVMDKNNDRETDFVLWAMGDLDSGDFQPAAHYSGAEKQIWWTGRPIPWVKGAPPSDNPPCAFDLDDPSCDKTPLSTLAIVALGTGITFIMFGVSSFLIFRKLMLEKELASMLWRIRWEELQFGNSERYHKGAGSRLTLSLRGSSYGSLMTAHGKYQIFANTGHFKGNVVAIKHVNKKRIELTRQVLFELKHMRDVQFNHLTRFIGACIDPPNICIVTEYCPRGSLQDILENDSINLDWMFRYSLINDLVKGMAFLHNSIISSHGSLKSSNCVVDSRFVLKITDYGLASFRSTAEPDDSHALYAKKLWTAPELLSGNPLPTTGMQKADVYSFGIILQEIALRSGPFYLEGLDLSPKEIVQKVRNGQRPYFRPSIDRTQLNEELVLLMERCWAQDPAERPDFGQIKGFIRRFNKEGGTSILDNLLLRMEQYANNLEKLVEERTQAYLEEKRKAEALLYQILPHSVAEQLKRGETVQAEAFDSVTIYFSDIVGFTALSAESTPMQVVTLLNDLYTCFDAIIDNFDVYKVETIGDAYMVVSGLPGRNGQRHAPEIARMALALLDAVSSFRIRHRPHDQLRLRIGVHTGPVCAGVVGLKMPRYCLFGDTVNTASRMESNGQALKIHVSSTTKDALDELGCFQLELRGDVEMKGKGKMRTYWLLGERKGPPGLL
# Active calls of the source: *; i = inactive; x = no result given. The list is partial; the hit share may differ from the screen's.
SMILES,ADAM10 inh,sPLA2-III inh,DAX1 inh-1,DAX1 inh-2,SMARCA2 act,hcDAF-12 act,hgDAF-12 ag,FXN GAA850 act,ssDAF-12 act,NPR1 activator,NPR2 activator
COc1cc(OC)cc(C(=O)NCCN2CCC3(CC2)C(=O)NCN3c2ccccc2)c1,-5,0,-0.5,x,-2,2.3,-1.0,x,-1.5,3,4
Cc1ccnc(-n2c(C)cc(C=C3C(=O)N(C)C(=S)N(C)C3=O)c2C)c1,-26,1,-0.3,1.8,2,-0.3,1.6,2.4,-0.8,3,1
COc1ccc(/C=C/C(=O)NC(=S)N2C[C@H]3C[C@H](C2)c2cccc(=O)n2C3)cc1,-18,9,-0.3,2.6,0,3.3,0.0,0.6,-1.6,5,-1
CCOC(=O)C1C(=O)NC2(C)CC1c1cc(OC)ccc1O2 (stereo not drawn),5,5,-0.4,1.4,-1,-2.2,-0.4,-0.4,-0.9,4,1
c1ccc(Nc2ccc3ccccc3c2)cc1,-196,-3,2.1,1.0,6,4.5,4.6,1.7,-1.0,5,-12
COc1ccc(/C=C/C2=CCN(C)CC2)cc1,0,-4,1.5,0.2,1,1.2,3.8,3.3,-1.4,0,0
CCOC(=O)C1=C(C)OC(N)=C(C(=O)OC)C12C(=O)Nc1ccc(Br)cc12 (stereo not drawn),0,0,1.8,0.7,-1,1.3,0.5,-0.1,0.7,-37,-22
C[C@H]1O[C@@H](OC2CC[C@]3(C=O)[C@H]4CC[C@]5(C)[C@@H](C6=CC(=O)OC6)CC[C@]5(O)[C@@H]4CC[C@]3(O)C2)CC2OC(C)(C)OC21 (stereo partly drawn),5,2,-2.6,-6.2,-8,-6.5,-15,-15,-2.7,1,4
C[C@H]1CCC[C@@H](O)CCC/C=C/c2cc(O)cc(O)c2C(=O)O1,-4,-5,-2.6,-0.9,-4,-3.9,-5.9,-4.4,-2.1,-3,-6
O=C(O)c1ccc([N+](=O)[O-])c([N+](=O)[O-])c1,-2,-2,1.1,-0.1,-1,0.4,-1.0,-0.5,-0.9,-1,3
N#CCCn1cc(C(=O)Nc2ccc(F)cc2)c(-c2ccc([N+](=O)[O-])cc2)n1,-16,6,-1.0,1.3,-1,-0.8,-1.0,-1.7,-0.6,0,-2
Cc1cccc(C)c1NC(=O)CN(C)CC(=O)Nc1ccc(C#N)c(Cl)c1,-1,-18,-1.3,-0.3,-2,-2.4,-1.8,-1.2,-1.4,-9,-10
Cn1c(O)c(C(=O)c2ccccc2)c(=O)n(C)c1=O,-2,4,0.6,1.2,-4,-0.6,-1.5,-1.8,-0.8,-3,1
O=c1[nH]c(=S)n(C2CC2)c(O)c1C=NCC1CCCO1 (stereo not drawn),-3,1,-0.3,0.2,-4,-1.4,-0.6,1.5,-2.0,-1,-11
COc1ccc(CN2CC3CC(C2)c2cccc(=O)n2C3)cc1OC (stereo not drawn),0,4,0.4,-0.3,-2,-1.1,-1.7,-2.9,-1.1,0,5
CCc1ccc(C(=O)C23CN4CN(CN(C4)C2)C3)cc1,0,-2,0.1,0.3,6,-1.2,0.2,-0.4,-0.8,-2,0
CCN1CCN(Cc2ccc(C)cc2C)CC1,0,5,-0.5,-1.2,-2,-1.4,-3.6,-2.6,-1.3,-3,4
CCOC(=O)[C@]12Cc3cc(Cl)ccc3[C@H]1N(C(C)C)C(=O)c1ccccc12,-9,3,-4.3,x,-3,-1.8,-3.6,x,-1.4,-23,-12
O=c1[nH]c(=S)n(C2CC2)c(O)c1C=Nc1ccc2c(c1)OCO2,-4,5,0.2,0.2,-2,3.4,0.8,0.8,-1.3,1,0
CCCCCCN1CCN(c2ccc(Cl)cc2)CC1,-1,3,-0.1,-1.5,1,-1.4,2.5,0.1,-1.2,4,3
Cc1cc(OC(C)C(=O)NCc2ccncc2)c2c3c(c(=O)oc2c1)CCCC3 (stereo not drawn),-247,2,-4.8,-0.1,0,-1.4,-4.0,2.5,-1.3,-7,-8
CCC1C2Cn3c(nc4ccccc43)C1N(C)O2 (stereo not drawn),-4,7,-0.1,-0.5,-1,1.4,-0.2,-0.3,-0.7,0,0
COC(=O)C1=C(C)NC(=S)NC1c1ccc(N(CCCl)CCCl)cc1Cl (stereo not drawn),-11,13,-1.0,0.6,-4,-0.5,-4.3,-0.7,-0.5,-24,-9
Cc1ccc(N)c(C(=O)c2ccc(Br)cc2)c1,10,4,-0.5,0.9,2,-0.3,6.1,1.1,-1.1,-2,0
COC(=O)C1=C(c2cccc(OCc3ccccc3)c2)C[C@@H]2CC[C@H]1N2C(=O)NCCN1CCOCC1,3,0,0.1,-0.4,-1,-1.4,-1.1,-0.4,-1.6,5,2
CC(=NCCC1=CCCCC1)c1c(O)n(C)c(=O)n(C)c1=O,-2,0,0.3,-0.3,-2,0.1,6.2,-2.7,-1.3,7,-1
Cc1ccc(S(=O)(=O)N2CCC(C(=O)N3CCC4(CC3)OCCO4)CC2)cc1,6,7,0.1,-0.1,0,0.5,-2.2,2.2,0.0,0,2
CCC(=NCc1ccco1)c1c(O)[nH]c(=O)[nH]c1=O,-1,0,-0.3,1.9,3,-2.1,-1.2,4.1,-1.0,5,-6
Cc1[nH]c2c(C(F)(F)F)cccc2c1CCN,12,16,0.3,-0.1,-1,3.3,2.0,-1.0,-0.7,-4,-1
COc1ccc(CCNC2(C#N)CCCCC2)cc1OC,1,-7,0.1,2.0,0,-2.0,2.5,-1.0,-1.1,0,3
ClCCN1CCN(c2ccnc3cc(Cl)ccc23)CC1,-5,5,-0.6,-0.6,-1,-2.3,-0.7,3.1,-0.7,-8,-3
Cn1c(O)c(C=NC2CCN(Cc3ccccc3)CC2)c(=O)n(C)c1=O,3,3,0.1,0.3,3,-1.8,-0.2,1.3,-1.8,3,0
Fc1cccc(CNCCc2c[nH]c3ccccc23)c1,-1,7,0.1,0.3,-4,-2.0,-1.2,-0.1,-0.7,-18,-23
CC(C(=O)c1c[nH]c2ccccc12)N1CCc2ccccc2C1 (stereo not drawn),2,-5,0.6,0.8,-1,3.0,0.0,-2.5,-0.2,0,6
Cc1ccccc1-c1ccc2c(c1)CNCc1cnnn1-2,-2,-6,1.8,x,1,2.6,1.6,x,-0.8,0,1
COC(=O)C1=C(c2ccc(OC(F)(F)F)cc2)C[C@@H]2CC[C@H]1N2C(=O)N1CCC(O)CC1,-3,3,-0.5,1.0,0,-2.5,0.5,0.9,-1.1,0,1
CCN1CCN(c2ccc(N)cc2C)CC1,-1,7,-0.9,-1.1,-3,-0.3,1.2,-0.3,-1.9,-8,-6
O=C(Cn1c2c(c(-c3ccccc3Cl)cc1=O)CCC2)N1CCC2(CC1)OCCO2,-86,-4,-0.2,0.1,-3,-1.3,0.4,-0.4,-1.5,1,6
O=C1CC=C2C3CC4N(CCC45c4ccccc4N1C25)CC3=CCO (stereo not drawn),0,-3,-0.5,-0.4,-4,-2.8,3.3,1.4,-1.1,2,-1
Cc1ccc(OCCn2cccc2/C=C2/C(=O)NC(=O)N(Cc3ccco3)C2=O)cc1,-2,-1,0.2,2.6,-3,3.4,0.9,-0.6,-0.4,-2,-6
O=C(C[N+]12CCC(CC1)C(CO)C2)c1ccc(Br)cc1 (stereo not drawn),-2,-1,-0.3,1.1,-3,-2.1,-0.6,-1.7,-0.9,6,2
CC1(C)OC(c2ccccc2)=C/C(=C/C=C2C(=O)NC(=S)NC2=O)O1,-6,4,-1.4,x,-1,-2.4,5.8,x,-0.4,-37,-4
COC(=O)c1cn(Cc2ccc(F)cc2)c2ccccc12,6,-1,-0.6,0.7,-2,-0.9,-2.6,0.3,-1.6,-4,2
CC1(C)CN=C(Nc2ccccc2C(F)(F)F)S1,-3,-2,-0.1,-0.2,0,-0.3,0.0,-0.4,-1.1,-3,-3
COc1ccc(CN2Cc3cc(-c4ccccc4)ccc3-n3nncc3C2)cc1,-3,9,-0.6,x,-6,-0.8,2.8,x,-1.0,-5,4
Cc1nc2ccccc2c(=O)n1-c1c(Cl)cccc1Cl,-1,3,-1.4,1.2,-3,-0.2,-2.3,-1.0,-1.8,-2,-3
COC(=O)C1C(c2ccc(C)cc2)CC2CCC1N2C (stereo not drawn),-5,-1,0.5,x,4,0.4,-4.9,x,-0.2,4,-1
COc1ccc(-c2nn(CCC#N)cc2C(=O)Nc2ccc(C(C)=O)cc2)cc1,8,-2,-0.3,1.3,-1,2.2,1.4,0.7,-1.8,-6,0
CCN1CCC(NCC2CCCCC2)CC1,0,-2,-0.2,1.3,2,-1.5,-0.3,0.1,-1.0,0,5
FC(F)(F)c1ccc2c(c1)NP(=S)(N1CCOCC1)c1nccn1-2 (stereo not drawn),-5,-14,0.0,-1.0,-1,-0.9,-3.0,1.3,-1.7,-1,-3

# Remaining list, next part:
SMILES,ADAM10 inh,sPLA2-III inh,DAX1 inh-1,DAX1 inh-2,SMARCA2 act,hcDAF-12 act,hgDAF-12 ag,FXN GAA850 act,ssDAF-12 act,NPR1 activator,NPR2 activator
COc1ccc2c(c1O)[C@]13CCN(C)[C@H](C2)[C@@H]1CCC(=O)C3,-1,2,0.3,-0.8,-1,-1.5,0.5,1.6,-0.5,-2,-2
C[C@H]1CCC/C=C/[C@@H]2C[C@H](O)C[C@H]2[C@@H](O)/C=C/C(=O)O1,1,-3,2.2,-3.4,-7,0.1,-9.9,-9.4,-1.8,-10,6
CCOC(=O)[C@]12Cc3cc(OC)ccc3[C@H]1N(CCC(=O)OC)C(=O)c1cc(OC)ccc12,-1,-1,2.6,x,-4,-0.7,3.1,x,-1.4,-16,-16
CCOC(=O)c1cc(C)n(CCc2cnc[nH]2)c1C,6,-4,0.1,-0.6,0,-0.1,-1.7,-1.0,-0.7,-3,-1
CCC(NC(=O)OCc1ccccc1)P(=O)(Oc1ccccc1)Oc1ccccc1 (stereo not drawn),7,-5,-0.5,x,-1,-3.1,0.6,x,-0.8,-2,-11
CN1C(=O)N(C)C(=O)C(CCc2ccccn2)(CCc2ccccn2)C1=O,0,3,0.1,2.1,0,-1.6,-1.5,-0.4,-0.9,5,0
CC1(C)CC(=O)C(C=NCCN2CCN(C(=O)Cc3ccccc3)CC2)=C(O)C1,-5,5,-0.4,-1.0,-4,-0.8,1.3,0.6,-1.3,5,6
CCCCCn1c(N)c(C(=O)NCCN2CCOCC2)c2nc3ccccc3nc21,i,-14,-1.2,-0.9,0,-1.3,-3.1,-0.1,-0.8,9,-1
O=C(NCc1ccccc1)c1cccn(Cc2cccc(Cl)c2)c1=O,-81,-14,-0.9,-0.9,1,-1.9,-5.3,0.4,-1.4,3,3
Cc1c(-c2cccc(Cl)c2)nc2ccccc2c1C(=O)N1CCC2(CC1)OCCO2,0,-7,-0.7,-0.7,-1,-0.6,0.8,-1.6,-1.1,4,2
COc1cccc(N2C(=O)NC(=O)/C(=C/c3ccc4c5c(cccc35)CC4)C2=O)c1,-402,-2,-0.2,x,-2,0.3,2.2,x,-1.0,-3,-3
c1cc(CCN2CCCC2)ccn1,-7,16,0.8,1.8,-4,-0.7,-1.6,2.2,-1.1,0,0
